High-throughput results: PubChem, several laboratories
Insulin prom up: insulin promoter activators in MIN6 cells, imaging, high-content screening, mouse beta cells. MIN6 insulin promoter-GFP reporter; hits give high values. z-score at 5 µM. 190,000 compounds, 0.3% hits. AID 1625, 2009;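 active = z-score above 3 at 5 µM with at least 500 cells counted in the well; inconclusive = wells under 500 cells, flagged as cytotoxic or low count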
Lipid droplet: inhibitors of hepatocyte lipid droplet formation, primary screen, imaging, high-throughput imaging, BODIPY stain. AML12 mouse hepatocytes, oleate lipid droplets. inhibition, % at 6.5 µM. 240,000 compounds, 0.4% hits. AID 1656, 2009;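 active = lipid droplet intensity inhibited by at least 50%, with more than 500 cells counted; inconclusive = wells with under 300 cells, treated as cytotoxic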
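Assay system: AML12 mouse liver cells | Compound: 6.5 µM single-point dosing | Schedule: Overnight exposure | Technique: Fluorescence imaging, 20x objective, two fields per well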
Yfh1-depleted yeast: enhancers of respiration in Yfh1-depleted yeast, dose response, Friedreich's ataxia, plus single-dose screen (AID 1465). S. cerevisiae Yfh1-off respiration, WST-1 reduction, 72 h; higher fold induction means a stronger effect. 220,000 compounds, 0.074% hits. fold induction at 50 µM, or EC50 in µM where a hit was titrated;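 active = fold induction of absorbance versus untreated yeast above a set limit, then at least 30% activation at any dose in follow-up; inconclusive = repeats straddling the limit, or above it without dose testing; inactive = fold induction below the set limit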;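 note: activators that raise dye reduction in frataxin-depleted yeast; strong numbers were not always called active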
M17LAP inhibition: P. falciparum M17LAP inhibitors, primary screen, biochemical, fluorogenic H-Leu-NHMec substrate, 1536-well (AID 1619). recombinant M17LAP, H-Leu-NHMec fluorogenic kinetic assay; higher % means a stronger effect. inhibition, % at 30 µM, or IC50 in µM where a hit was titrated. 220,000 compounds, 0.38% hits;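 active = compound inhibiting the enzyme by more than half at any dose during confirmatory dose-response retesting; inconclusive = strong single-dose inhibitors picked by rank but not retested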;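 note: plate controls were full reaction with DMSO carrier for no effect and no enzyme background for full effect; strong numbers were not always called active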
MT stabilize HCS: microtubule stabilizers in HeLa cells, primary screen, imaging, high-content imaging; HeLa tubulin immunostaining HCS, 24 h; share of cells brighter than vehicle mean+2SD; AID 2205, 2009; 200,000 compounds, 0.83% hits; % tubulin-high responders, % at 10 µM;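 active = plate Z-score above 3 for both tubulin-high and condensed-nucleus cell shares, with cell loss under 80%, at 10 µM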;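 note: anti alpha tubulin signal scored within the nucleus-defined area of each cell; some results filed as inactive read as strong as hits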
M1AAP inhibition: P. falciparum M1AAP inhibitors, biochemical, fluorogenic H-Leu-NHMec substrate, 1536-well (AID 1445). recombinant M1AAP, H-Leu-NHMec fluorogenic kinetic assay; higher % means a stronger effect. 220,000 compounds, 0.42% hits. Aminopeptidase N (Plasmodium falciparum (isolate 3D7)). inhibition, % at 30 µM, or IC50 in µM where a hit was titrated;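 active = primary inhibition above the hit cutoff, then over 50% inhibition at one or more dose response concentrations, cut at about 23% in these data, passing the limit was not always enough; inconclusive = conflicting primary data, or primary hits not chosen for dose response; inactive = low primary inhibition, or under 50% at every dose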;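 note: plate controls were DMSO full reaction for no effect and no enzyme background for full effect; strong numbers were not always called active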
Autophagy HCS: autophagy modulators in MEF cells, primary screen, imaging, high-content, MEF GFP-LC3. MEF GFP-LC3 puncta imaging; test concentration mostly 10 µM. calls only at 10 µM (by protocol). 190,000 compounds, 0.98% hits. AID 463193, 2010;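 active = percentage of spot-positive cells more than 3 SD above its plate mean, without a fluorescence outlier flag or 80% toxicity; inconclusive = no clear call, values can overlap the other calls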;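 note: spot-positive cell cutoff set from DMSO-treated cells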
CSM14.1 death rescue: rescue of cells from ER stress-induced death, primary screen, 384-well, CSM14.1, thapsigargin, ATP luminescence (AID 1222) | CSM14.1 thapsigargin-induced death rescue, ATP luminescence; higher % means a stronger effect | cellular ATP content (survival), % at 20 µM; hits with a dose series show EC50 in µM | 190,000 tested, under 10 active;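 active = EC50 below 50 µM in the dose-response confirmation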;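 note: death triggered by thapsigargin at about 15 µM added after 2 h compound pretreatment; cell ATP read after overnight thapsigargin exposure of roughly 18 to 22 hours; normalized against plate controls of thapsigargin alone and 5% DMSO vehicle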
Dynein cargo inh: inhibitors of GR-EGFP nuclear translocation, primary screen, dynein cargo transport inhibitor project, imaging, high-content, 3617.4 mouse cells; z-score, hits read low; 220,000 compounds, 0.47% hits; AID 1381, 2008; test concentration mostly 20 µM; stimulated with dexamethasone, 1 µM; hits give low values;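 active = plate z-score of nuclear minus cytoplasmic receptor signal below a set negative limit, without overly bright fluorescence or cell loss, cut at about -3.5 in these data, passing the limit was not always enough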;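 note: z-score of nuclear minus cytoplasmic ring GR-EGFP intensity difference per well; some compounds called inactive have numbers as strong as hits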
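Buffer or medium: Induction medium lacking tetracycline, stripped serum | Also added: Dexamethasone agonist, 1.0 µM final, for 30 min | Timing: 48 h induction, 1 h compound, 30 min dex at 37 °C | Detection: Formaldehyde fixation, Hoechst nuclear stain, 10x automated fluorescence imaging | Measure: Nuclear versus cytoplasmic GR-EGFP signal, averaged per well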
Dynein cargo inh cytoplasmic EGFP: also measured in Dynein cargo inh; calls as there; z-score; measured here: cytoplasmic GR-EGFP intensity; hits give high values
Dynein cargo inh nuclear GR-EGFP: further read-out of Dynein cargo inh, marked with its call; z-score; measured here: nuclear GR-EGFP intensity;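 lower value marks the stronger effect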
Dynein cargo inh cell count: also measured in Dynein cargo inh; calls as there; z-score; measured here: cell count per field
Insulin prom up cell count: also measured in Insulin prom up; calls as there; cell count; measured here: cytotoxicity, nuclei count;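 total cells summed across four imaged fields per well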
Lipid droplet cells 6.5 µM: recorded beside Lipid droplet, whose call it bears; cell count; measured here: cell count, cytotoxicity flag;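 cells counted across two imaged fields per well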
MT stabilize HCS Hoechst-high %: second read-out of MT stabilize HCS, no call of its own (marks repeat the call); % Hoechst-high responders; measured here: nuclear condensation Hoechst responders;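 share of cells brighter than vehicle mean plus two SD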
MT stabilize HCS cytotoxicity %: also measured in MT stabilize HCS; calls as there; toxicity, %; measured here: cytotoxicity by cell density;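 0% = mean cell density of plate MIN control wells and 100% = no cells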
Autophagy HCS cell loss 18 h: recorded beside Autophagy HCS, whose call it bears; toxicity, %; measured here: cell loss, nuclei count;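 cell loss after 18 h compound exposure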
Starred values were filed as active, the others as inactive; i = inactive; u = inconclusive; x = no result given.

SMILES	Insulin prom up	Insulin prom up cell count	Lipid droplet	Lipid droplet cells 6.5 µM	Yfh1-depleted yeast	M17LAP inhibition	MT stabilize HCS	MT stabilize HCS Hoechst-high %	MT stabilize HCS cytotoxicity %	M1AAP inhibition	Autophagy HCS	Autophagy HCS cell loss 18 h	CSM14.1 death rescue	Dynein cargo inh	Dynein cargo inh cytoplasmic EGFP	Dynein cargo inh nuclear GR-EGFP	Dynein cargo inh cell count
CCOC(=O)C1=C(CSc2nccn2C)NC(=O)NC1c1ccc(OC)cc1 (centres undefined)	1.9	911	-1	781	i	-2%	3.8	3.6	4.4	1%	i	-6	-1.7%	2.6	-0.17	1.1	-0.34
COc1cc2cc(C(N)=O)c(N)nc2cc1OC	x	x	-18	680	x	-260%	2.2	1.6	1.3	-1%	i	0	-3.6%	0.41	-0.26	0.27	-0.26
O=C(NCC(c1cccnc1)N1CCN(c2ccc(F)cc2)CC1)C1CCCCC1 (centres undefined)	-0.37	1535	x	x	i	-2%	3.9	2.9	2.7	5%	i	15	-2.6%	-0.33	-0.27	-0.032	0.41
CCOC(=O)C1CCCN(CC(=O)Nc2c(C(=O)OC)[nH]c3ccc(Br)cc23)C1 (centres undefined)	-2.1	893	x	x	i	-5%	1.1	1.6	13	-1%	i	46	1.2%	-0.35	-0.16	-0.13	-0.13
CC(=O)c1ccc(-c2nc3ccccc3n2C)o1	0.36	1299	-4	703	i	i	4.6	2.5	1.7	u	i	-2	-2.7%	-0.13	-0.28	-0.81	1.2
CC(Sc1ccc2c(c1)OCCO2)C(=O)Nc1ccc2c(c1)OCO2 (centres undefined)	-0.1	1151	x	x	i	31%	2.5	1.8	2.8	7%	i	-1	-0.7%	0.83	-0.45	0.24	-0.65
Cc1nn(Cc2ccccc2)c(C)c1NC(=O)CCCn1nc(C)c([N+](=O)[O-])c1C	-0.35	1287	-4	578	i	-53%	3.0	2.7	9.7	4%	i	9	-0.2%	-0.33	-0.24	-0.3	0.4
O=C(CSc1nc2ncc(Cl)cc2[nH]1)N(Cc1ccccc1)C1CCS(=O)(=O)C1 (centres undefined)	-1.8	1318	-9	735	i	18%	4.4	1.6	12	8%	i	1	-1.0%	-0.69	-0.31	-0.48	0.46
Cc1nc(SCC(=O)CC(=O)OC(C)C)c(C#N)c(C)c1C	0.03	1273	-2	649	i	4%	2.3	1.3	0.8	10%	i	9	x	-0.36	-0.14	0.024	-0.19
CCOC(=O)C1=C(CC)Nc2ccccc2N/C1=N\S(=O)(=O)c1ccc2ccccc2c1	0.06	1511	3	679	i	1%	4.4	4.3	4.0	4%	i	11	-0.6%	-1.2	-0.22	-0.99	0.95
CCOC(=O)N1CCN(c2ccc(N3C(=O)CCCC3=O)cc2[N+](=O)[O-])CC1	-0.35	1119	9	713	i	21%	3.4	1.7	7.5	4%	i	25	-0.5%	-0.56	-0.32	-0.23	0.25
Cc1c(C(=O)OCC(=O)N2CC(C)OC(C)C2)oc2ccc(Br)cc12 (centres undefined)	x	x	x	x	i	0%	1.8	2.5	9.6	-15%	i	-2	0.6%	-0.29	-0.16	-0.1	0.004
Cc1nn(C)cc1CN(C)C(=O)CC12CC3CC(CC(C3)C1)C2	0.85	1162	-7	540	i	6%	4.5	3.0	0.7	-3%	i	15	-1.5%	-0.73	-0.3	-0.2	1.2
O=C(NC(CCl)c1ccccc1)c1ccc(Cl)cc1 (centres undefined)	0.4	1548	-44	724	i	-1%	1.0	2.4	8.8	0%	i	14	7.3%	-0.59	-0.23	-0.36	0.07
Cc1cc([N+](=O)[O-])cc(/C=N/n2c(C)nc3ccccc3c2=O)c1O	-0.17	924	1	668	i	14%	x	x	x	18%	x	x	x	0.32	-0.23	0.55	-0.27
COCCN(CCOC)C(=O)C12CCC(C)(C(=O)C1)C2(C)C (centres undefined)	0.14	1321	x	x	i	14%	2.8	1.9	11	11%	i	10	2.8%	0.85	-0.1	1.1	-1.7
CCOC(=O)C(=Cc1ccc(F)cc1)C(=O)OCC	0	1563	x	x	i	-3%	0.9	1.5	8.5	-4%	i	23	-0.8%	-5.2*	0.74*	-1.9*	0.44*
CCN(C(=O)c1cccs1)c1nc(-c2ccc(OC)cc2)cs1	-0.11	1249	2	724	i	-4%	1.4	1.9	6.5	-11%	i	-12	-0.8%	2	-0.15	0.81	-1.3
Cc1ccc(-n2c(C)cc(/C=C(\C#N)C(=O)NCC3CCCO3)c2C)cc1 (centres undefined)	0.33	1378	x	x	i	4%	1.5	1.5	4.6	10%	i	1	-1.8%	0.69	-0.18	-0.051	-0.88
Cc1ccc(NC(=O)Cn2nc(C)c([N+](=O)[O-])c2C)cc1C	1.1	1330	0	660	i	1%	2.1	1.8	11	-1%	i	9	0.6%	0.83	-0.32	0.7	0.23

No new results follow: an excerpt of the list.
SMILES	Insulin prom up	Insulin prom up cell count	Lipid droplet	Lipid droplet cells 6.5 µM	Yfh1-depleted yeast	M17LAP inhibition	MT stabilize HCS	MT stabilize HCS Hoechst-high %	MT stabilize HCS cytotoxicity %	M1AAP inhibition	Autophagy HCS	Autophagy HCS cell loss 18 h	CSM14.1 death rescue	Dynein cargo inh	Dynein cargo inh cytoplasmic EGFP	Dynein cargo inh nuclear GR-EGFP	Dynein cargo inh cell count
CCOC(=O)C1=C(CSc2nccn2C)NC(=O)NC1c1ccc(OC)cc1 (centres undefined)	1.9	911	-1	781	i	-2%	3.8	3.6	4.4	1%	i	-6	-1.7%	2.6	-0.17	1.1	-0.34
COc1cc2cc(C(N)=O)c(N)nc2cc1OC	x	x	-18	680	x	-260%	2.2	1.6	1.3	-1%	i	0	-3.6%	0.41	-0.26	0.27	-0.26

Of the compounds above, two contain bromine.
SMILES	Insulin prom up	Insulin prom up cell count	Lipid droplet	Lipid droplet cells 6.5 µM	Yfh1-depleted yeast	M17LAP inhibition	MT stabilize HCS	MT stabilize HCS Hoechst-high %	MT stabilize HCS cytotoxicity %	M1AAP inhibition	Autophagy HCS	Autophagy HCS cell loss 18 h	CSM14.1 death rescue	Dynein cargo inh	Dynein cargo inh cytoplasmic EGFP	Dynein cargo inh nuclear GR-EGFP	Dynein cargo inh cell count
CCOC(=O)C1CCCN(CC(=O)Nc2c(C(=O)OC)[nH]c3ccc(Br)cc23)C1 (centres undefined)	-2.1	893	x	x	i	-5%	1.1	1.6	13	-1%	i	46	1.2%	-0.35	-0.16	-0.13	-0.13
Cc1c(C(=O)OCC(=O)N2CC(C)OC(C)C2)oc2ccc(Br)cc12 (centres undefined)	x	x	x	x	i	0%	1.8	2.5	9.6	-15%	i	-2	0.6%	-0.29	-0.16	-0.1	0.004

Continued:
SMILES	Insulin prom up	Insulin prom up cell count	Lipid droplet	Lipid droplet cells 6.5 µM	Yfh1-depleted yeast	M17LAP inhibition	MT stabilize HCS	MT stabilize HCS Hoechst-high %	MT stabilize HCS cytotoxicity %	M1AAP inhibition	Autophagy HCS	Autophagy HCS cell loss 18 h	CSM14.1 death rescue	Dynein cargo inh	Dynein cargo inh cytoplasmic EGFP	Dynein cargo inh nuclear GR-EGFP	Dynein cargo inh cell count
CC(C)(C)C1CCC(OC(=O)c2ccncc2)CC1 (centres undefined)	0.02	1306	x	x	i	5%	2.0	1.6	3.8	-1%	i	0	-0.2%	0.52	-0.21	0.2	0.26
Cc1cc(NC(NC(=O)c2ccco2)(C(F)(F)F)C(F)(F)F)no1	0.47	1275	x	x	i	-3%	2.4	0.9	6.7	8%	i	2	-0.1%	3.3	-0.2	0.82	-1.3
CCN(CC)CCNC(=O)Cc1nn(CC)c(=O)c2ccccc12	x	x	x	x	i	3%	1.3	0.9	6.9	2%	i	-6	3.6%	-0.81	-0.16	-0.47	0.99
CSc1ccc(NC(=O)N2CCN(c3nc4ccccc4s3)CC2)cc1	0.13	943	-10	783	i	1%	3.0	2.5	27	12%	i	2	-1.8%	1.5	-0.27	0.52	-0.86
COc1ccc(NCC(=O)Nc2cc(S(=O)(=O)N3CCOCC3)ccc2N2CCOCC2)c(OC)c1	2.1	1360	35	657	i	-4%	x	x	x	-3%	x	x	x	-0.45	-0.27	-0.32	0.58
C=CCn1c(-c2cccs2)nc2ccccc21	0.71	1282	-2	724	i	-9%	1.3	2.2	6.6	6%	i	5	-0.7%	2	-0.28	1.1	-0.78
CC(NC(=S)Nc1cccc(F)c1)C(c1cccs1)N1CCOCC1 (centres undefined)	-0.32	1144	-2	767	i	9%	x	x	x	-7%	x	x	x	0.4	-0.24	0.79	-0.37
COc1ccccc1NS(=O)(=O)c1ccccc1C#N	-0.6	1337	0	729	i	-6%	3.5	1.9	3.4	5%	i	0	-3.9%	-0.56	1.6	0.33	0.48
CCc1cc(/C(Cc2ccccn2)=N\Nc2ccccc2)c(O)cc1O	-1.3	1214	2	655	i	3%	1.2	1.0	9.3	7%	i	7	-1.0%	-0.26	-0.22	-0.6	0.29
CC1CCc2c(C(=O)N3CCN(S(=O)(=O)c4cccs4)CC3)csc2C1 (centres undefined)	-3.8	579	-11	555	i	-5%	3.3	2.9	6.7	3%	i	15	-1.8%	-1.4	-0.44	-0.74	0.19
